Compound activity as filed in PubChem BioAssay.
POLI inh – DNA polymerase iota (human) inhibition | Q9UNA4 | Pol iota fluorescent replication assay, 10 min | Potency, µM (highest dose often 115 µM), for inactives: top-dose activity, negative = inhibition, actives largely listed as inhibitors | hit rate 1% among 390,000 | AID 588590; further: potency means the concentration at half of the fitted maximal effect
Target sequence (Q9UNA4 whole entry, looked up): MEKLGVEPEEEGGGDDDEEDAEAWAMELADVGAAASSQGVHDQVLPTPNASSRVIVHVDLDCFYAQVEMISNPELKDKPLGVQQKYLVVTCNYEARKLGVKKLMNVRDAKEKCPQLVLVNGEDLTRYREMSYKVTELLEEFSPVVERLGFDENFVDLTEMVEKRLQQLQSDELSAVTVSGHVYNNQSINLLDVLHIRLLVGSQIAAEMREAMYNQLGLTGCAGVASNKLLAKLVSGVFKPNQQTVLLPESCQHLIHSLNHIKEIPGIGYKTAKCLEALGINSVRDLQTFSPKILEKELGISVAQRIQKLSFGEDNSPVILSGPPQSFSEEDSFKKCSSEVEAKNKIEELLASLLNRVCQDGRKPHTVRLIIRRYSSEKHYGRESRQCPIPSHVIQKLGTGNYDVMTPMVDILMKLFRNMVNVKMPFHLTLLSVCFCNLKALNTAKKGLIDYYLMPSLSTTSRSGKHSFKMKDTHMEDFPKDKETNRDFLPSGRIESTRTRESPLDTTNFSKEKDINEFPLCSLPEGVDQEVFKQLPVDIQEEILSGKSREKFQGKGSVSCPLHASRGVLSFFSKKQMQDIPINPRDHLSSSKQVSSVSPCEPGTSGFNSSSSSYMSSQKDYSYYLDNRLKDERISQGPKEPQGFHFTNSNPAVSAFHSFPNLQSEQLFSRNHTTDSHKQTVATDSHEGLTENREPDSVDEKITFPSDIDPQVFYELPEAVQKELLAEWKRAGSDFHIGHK
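Fluorescent replication assay read twice, at 0 min and 10 min after adding 50 nM (final) substrate. Enzyme (10 nM) and compounds were first incubated 15 min at room temperature; enzyme-free buffer wells were negative controls.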
LDHA block – inhibitors of human lactate dehydrogenase A; P00338; purified LDHA, NADH/diaphorase-resazurin fluorescence; hits give low values; activity change, % (values are at about 110 or 230 µM); hit rate 0.15% among 480,000; AID 1347041; in the data active means activity change below about -30%; inconclusive means mostly about -25% to -30%;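 further: plate controls were DMSO wells for no effect and wells without enzyme for full effect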
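Human LDH5 (2 nM) was incubated with 0.06 mM NADH and 0.2 mM pyruvate for 5 min at room temperature in Tris pH 7.4. Remaining NADH was coupled through diaphorase/resazurin, and resorufin fluorescence was read at 0 and 20 min.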
Anesthetic bind – candidate novel general anesthetic via apoferritin binding | Potency, µM (highest dose often 77.5 µM), without a hit: at the highest dose activity change, negative = displacement, most hits filed as inhibitors | P02791 | AID 485281 | hit rate 0.074% among 350,000 | apoferritin/1-aminoanthracene competitive binding, fluorescence; further: potency means the concentration at half of the fitted maximal effect; on the % scale 0 is the no-effect control and ±100 the full control effect; nearly all actives have a fitted effect of over 20% in size
Target sequence (P02791 2-175 limits assumed): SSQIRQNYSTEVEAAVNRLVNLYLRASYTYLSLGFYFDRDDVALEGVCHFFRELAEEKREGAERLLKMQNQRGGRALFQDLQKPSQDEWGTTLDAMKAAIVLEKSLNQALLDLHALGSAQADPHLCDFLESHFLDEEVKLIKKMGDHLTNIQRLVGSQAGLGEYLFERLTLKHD
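Horse-spleen apoferritin (10 uM) was mixed with 50% saturated 1-aminoanthracene in PBS, exposed to compounds for 10 min at room temperature, and read for fluorescence (ex 380 nm, em 535 nm). Competitive displacement was fitted with a four-parameter Hill equation.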
BLM helicase inh – inhibitors of human Bloom syndrome helicase BLM. recombinant BLM DNA unwinding, fluorescence dequenching. AID 2528. hit rate 0.2% among 350,000. Potency, µM (highest dose often 56.1 µM), inactives show at the highest dose activity change, negative = inhibition, usual class: inhibitors;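 further: potency means the concentration at half of the fitted maximal effect; plate controls were vehicle for no effect and no enzyme for full effect; nearly all actives have a fitted effect of over 35% in size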
POLB inh – inhibitors of human DNA polymerase beta; P06746; Pol beta primer extension/strand displacement, fluorescence kinetic; Potency, µM (highest dose often 114 µM), inactives show top-dose activity change, negative = inhibition, most hits filed as inhibitors; hit rate 1.3% among 340,000; further: potency means the concentration at half of the fitted maximal effect; on the % scale 0 is the no-effect control and ±100 the full control effect
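Homogeneous kinetic assay of primer extension and strand displacement by 10 nM Pol beta, preincubated 15 min at room temperature with compound before 50 nM substrate (final) was added. Read at 0 and 10 min; four-parameter Hill fit.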
Pol kappa inh – inhibitors of human DNA polymerase kappa | purified Pol kappa, fluorescent DNA synthesis assay, 10 min | Potency, µM (top dose mostly 107 µM), for inactives: at the top dose activity, negative = inhibition, most hits filed as inhibitors | hit rate 0.53% among 400,000 | AID 588579; further: potency means the concentration at half of the fitted maximal effect; on the % scale 0 is the no-effect control and ±100 the full control effect
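Here, compound and 10 nM enzyme are combined for 15 min at room temperature; adding 50 nM substrate (final) starts DNA synthesis, tracked by fluorescence at 0 and 10 min against buffer-only wells.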
APE1 inh – APE1 (human) endonuclease inhibition; recombinant APE1, TAMRA/BHQ-2 abasic DNA cleavage fluorescence; Potency, µM (doses to about 65.8 µM), without a hit: at the highest dose activity change, negative = inhibition, usual class: inhibitors; hit rate 0.35% among 350,000; AID 2517;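 further: potency means the concentration at half of the fitted maximal effect; plate controls were vehicle for no effect and reference inhibitor for full effect; nearly all actives have a fitted effect of over 55% in size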
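Compound pre-exposure to 0.75 nM APE1, 15 min at ambient temperature. Reaction initiated with 50 nM TAMRA/BHQ-2 THF substrate, read immediately in kinetic mode, 525 nm excitation, 598 nm emission.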
GRP78 ERSR act – inducers of ER stress response in human glioma cells; U87-MG GRP78 promoter luciferase reporter, 16 h; Potency, µM, for the others: at the top dose activation, actives largely listed as activators; hit rate 0.02% among 420,000; AID 602332; further: potency means the concentration at half of the fitted maximal effect; series mostly up to about 76 µM; % of control where 0% means no effect; nearly all actives have a fitted effect of over 35% in size
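ERSR induction read as luciferase luminescence (Bright-Glo, 10 min at room temperature) in stably transfected human U87-MG glioma cells exposed to compounds for 16 h, using GRP78 as sensor.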
Pol eta inh – inhibitors of human DNA polymerase eta; recombinant Pol eta, fluorescent DNA replication assay; Potency, µM (highest dose often 114 µM), for the others: top-dose activity change, negative = inhibition, most hits filed as inhibitors; hit rate 1.2% among 390,000; further: potency means the concentration at half of the fitted maximal effect; on the % scale 0 is the no-effect control and ±100 the full control effect
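Pol eta (10 nM) was preincubated with compounds for 15 min at room temperature, after which fluorescent replication substrate (50 nM final) was added to start the reaction. Fluorescence was read kinetically at 0 and 10 min.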
* = called active by the depositor; ? = inconclusive; · = no result given; & = joins results of further samples; [ ] = another dose, or the depositor's remark. Unless noted, the call rests on the fitted dose curve; in most records, active means well fitted curve in the direction sought with a large enough effect; inconclusive means small, poorly fitted or top-dose-only effect, or another doubt; inactive means no such curve, though single readings can be large; an effect the other way counts as inactive or inconclusive. These rows are one share of the data. The share of hits here may be higher or lower than overall.

Values run as follows: POLI inh | LDHA block | Anesthetic bind | BLM helicase inh | POLB inh | Pol kappa inh | APE1 inh | GRP78 ERSR act | Pol eta inh
> O=C(NC1CN2CCC1CC2)c1ccc(-c2ccc([N+](=O)[O-])cc2)o1 (stereo not drawn)
  10% | -6 | -12% | -13% | ? | -5% | 1% | 0% | -16%
> O=[N+]([O-])c1ccc(C2[C@H]3C(c4ccccc4)=NC4(CCCCC4)N23)cc1 (stereo partly drawn)
  ? | 6 | -2% | -5% | 17% | -12% | ? | -1% | -9%
> CCS(=O)(=O)NCc1nnc2n1-c1ccc(Br)cc1C(c1ccccc1Cl)=NC2
  -9% | -8 | · | · | · | 7% | · | 0% | 8%
> CCCCCCC(=O)N/N=C/c1c(O)n(C(C)CC)c(=S)[nH]c1=O (stereo not drawn)
  12% | -7 | -18% | -9% | ? | 1% | -13% | -2% | 3%
> O=c1[nH]c(=S)n(-c2ccccc2)c(O)c1/C=N/N1CCOCC1
  9% | 2 | 3% | 4% | 23% | -6%[60.1 µM] | -2% | 0% | 4%
> Clc1ccc2c(c1)C(c1ccccc1Cl)=NCc1nnc(N3CCN(CCOc4ccccc4)CC3)n1-2
  14% | 1 | -13% | -7% | 11% | -11% | 8% | -4% | -28%
> CCCCn1c(N)c(C(=O)NCc2cccs2)c2nc3ccccc3nc21
  ? | 10 | 184%[activator] | -10% | -9% | -7% | -8% | 2% | -3%
> O=c1c2ccccc2nc(Cc2ccccc2)n1-c1cccc(O)c1
  146%[activator] | -3 | -22% | 3% | 5% | -4% | 20% | -2% | -17%
> CC(C)CCNC(=O)c1cc(C(=O)c2cc(Br)ccc2O)cn(CCC(C)C)c1=O
  -12% | -6 | -16% | -5% | -3% | -2% | 7% | -3% | 0%
> CCOc1cc2c(cc1OCC)-n1cccc1C(c1ccc(OC(F)F)cc1)NC2 (stereo not drawn)
  -7% | 0 | 11% | -14% | -10% | 3% | ? | -5% | -8%
> CC(C)N1CCN(Cc2ccccc2C(F)(F)F)CC1CCO (stereo not drawn)
  11% | -18 | -11% | 0% | -1% | 4% | -4% | -3% | -7%
> CC(Cc1ccccc1)N(C)CC1C(=O)C2CCC1C2 (stereo not drawn)
  4% | -1 | · | · | · | -7% | · | -3% | -26%
> C[N+](C)(C)CCOC(=O)CBr
  ? | -8 | 4% | · | 11%[57.1 µM] | -1%[60.1 µM] | 12%&-2%&16% | -4%&-3%&-4% | 0%
> COc1ccc(N=Cc2c(O)n(C)c(=O)[nH]c2=O)cc1
  24% | -1 | -4% | -1% | 45% | 15% | 6% | -3% | 0%
> CCOC(=O)c1nsnc1NCCCl
  121%[activator] | -6 | -2% | 4% | -13% | 0% | 3% | -4% | -10%
> O=C(CCc1nnc2ccc(NCc3ccccc3Cl)nn12)N1CCC2(CC1)OCCO2
  30%[activator] | -3 | -13% | 2% | -2% | 7% | 3% | -4% | -11%
> COc1cc(OC)c(OC)cc1C=O
  32%[activator] | 0 | -6% | 5% | · | 0% | 9%&0%&0% | -2%&-6%&-4% | -17%
> Nc1ccnn1C1CCNCC1
  0% | 11 | 18% | 1% | 13% | 3% | -1% | -3% | -13%
> Cc1ccc(-n2c(C)nc3ccccc3c2=O)c(C)c1
  8% | -14 | -14% | -3% | 34% | -10% | 7% | -3% | 7%
> O=c1c2ccccc2nc(Cc2ccccc2)n1-c1ccccc1
  ? | -1 | -14% | -5% | 18% | -15% | 11% | 0% | -7%
> CCN1C[C@]2(COC)C(O)C[C@H](OC)[C@@]34C5C[C@]6(O)C(OC)C(O)[C@](OC(C)=O)(C5C6OC(=O)c5ccccc5)C(C(OC)C23)C14 (stereo partly drawn)
  · | · | -5% | -5% | · | 2%[60.1 µM] | -2% | -3% | ·
> CC(=O)C1CCC2C3CCC4CC(O)CCC4(C)C3C(O)CC12C (stereo not drawn)
  85%[activator] | -4 | · | · | · | 0% | · | -4% | -2%
> COc1ccc(NC(=O)Cn2c3ccccc3c3nc4n(c(=O)c32)CCS4)cc1
  82%[activator] | -2 | -1% | -5% | 11% | -9% | -1% | 0% | -21%
> CN1C(C(=O)N2CCC3(CC2)OCCO3)=CC(c2ccc(F)cc2)=NS1(=O)=O
  26% | -3 | -6% | -2% | 20% | -6% | 25% | -4% | 3%
> CCC(C)C1O[C@]2(C=CC1C)CC1CC(C/C=C(\C)[C@H](OC3CC(OC)C(O[C@H]4CC(OC)[C@@H](O)C(C)O4)C(C)O3)[C@@H](C)/C=C/C=C3\COC4C(O)C(C)=C[C@H](C(=O)O1)[C@@]34O)O2 (stereo partly drawn)
  · | · | ? | -13% | · | -5%[19.4 µM] | · | -5% | ·
> Cc1ccc(C)c(NS(=O)(=O)c2ccc(OCC(=O)NCc3cccnc3)cc2)c1
  10% | -7 | 1% | 3% | 33%[57.1 µM] | -16% | -1% | -3% | -6%
> COc1ccc(C(=O)C2CCCN(Cc3ccc(F)cc3F)C2)cc1F (stereo not drawn)
  36%[activator] | 1 | -11% | -6% | 28% | -4% | 20% | -6% | -27%
> CCOc1ccc(S(=O)(=O)N(CC(=O)NCc2ccccc2OC)c2ccccc2)cc1
  -4% | 0 | 66%[activator] | -2% | -1% | -2% | · | -5% | -11%
> C[C@@H](Cc1ccc(OCC(=O)O)cc1)NC[C@H](O)c1cccc(Cl)c1
  · | · | · | 7% | · | -6%[19.4 µM] | 11% | -4% | ·
> COCCCN=Cc1c(O)[nH]c(=S)[nH]c1=O
  20% | 2 | -1% | -4% | -5% | 17% | -8% | -5% | -10%
> O=c1[nH]c(=O)n(CCc2ccccc2)c(O)c1C=NC1CC1
  41%[activator] | 0 | 1% | 4% | 2% | 0% | 4% | -2% | -3%
> CC(=O)N(C)CC#CCN1CCCC(CO)C1 (stereo not drawn)
  35%[activator] | -2 | · | · | · | 6% | · | -2% | -20%
> NCCCC[C@H](NC(=O)[C@H](Cc1ccccc1)NC(=O)[C@H](CCCN=C(N)N)NC(=O)[C@@H](N)Cc1ccc(O)cc1)C(N)=O
  · | · | 3% | · | · | 6%[19.4 µM] | -1% | -3% | ·
> O=C1NC(=O)C(CCc2ccncc2)(CCc2ccccn2)C(=O)N1c1ccc(Br)cc1 (stereo not drawn)
  8% | -5 | -12% | -4% | -2% | 3% | 1% | 2% | -6%
> N#Cc1cccc(NC(=O)CSc2nc3c(cc2C#N)N2CCC3CC2)c1
  -6% | 0 | 54%[activator] | -2% | 1% | -13% | · | -2% | -6%
> COc1ccc(NS(=O)(=O)c2ccc(OCC(=O)N3CCN(C)CC3)cc2)cc1Cl
  27% | 1 | -5% | 2% | -18% | 3% | 29% | -7% | -10%
> C=CCc1cc(C=C2C(=O)N(C)C(=O)N(C)C2=O)cc(OCC)c1OCc1ccccc1
  -18% | 6 | 1% | -2% | 1% | -3% | ? | -5% | ?
> O=[N+]([O-])c1ccc(N2CCCC2)cc1N/N=C1\CN2CCC1CC2
  -21% | -2 | 6% | 28% | -4% | -42% | 4% | -2% | -16%
> COc1ccccc1OCCCn1cc(C(C)=O)c2ccccc21
  2% | -11 | -23% | -2% | -1% | -4% | -4% | -3% | 0%
> CCOP(=O)(OCC)C(NC(=O)c1ccccc1)=C(Cl)Cl
  -1% | 3 | 5% | -2% | -24% | -8% | 11% | -1% | -11%
> COc1ccc(NC(=O)N2CCC3(CC2)OCCO3)cc1
  17% | 4 | -11% | -7% | -16% | 11% | -1% | 0% | 3%
> Cc1cc(N(CCCl)CCCl)ccc1C=NNC(=O)c1cccnc1
  -2% | 0 | · | · | · | -11% | · | 3% | -10%
> CCCCC(=O)N/N=C/c1c(O)n(-c2ccccc2)c(=O)[nH]c1=O
  131%[activator] | 13 | 7% | 1% | 20% | -1% | 1% | 1% | -16%
> CC(=O)O[C@H]1C[C@H]2CC[C@@H]3[C@H]4C[C@@H]([N+]5(C)CCCCC5)[C@@H](OC(C)=O)[C@]4(C)CC[C@@H]3[C@@]2(C)C[C@@H]1[N+]1(C)CCCCC1
  · | · | · | 73%[activator] | · | -8%[19.4 µM] | -4% | -2% | ·
> Cc1c(C(=O)Nc2ccccc2Cl)oc2ccc(S(=O)(=O)N3CCCCC3)cc12
  ? | -1 | -4% | -5% | 2% | -4%[60.1 µM] | · | -1% | -11%
> O=C1NC(=O)N(c2ccc(Cl)cc2)C(=O)/C1=C\c1ccc(Sc2nc3ccccc3[nH]2)o1
  ? | -76* | -7% | -15% | 22µM* | 20µM* | ? | 4% | 18µM*
> CN(C)C(=O)Oc1ccc(OCc2nc3ccccc3[nH]2)cc1
  11% | -4 | -9% | 1% | -2% | -8% | 3% | -13% | -7%
> CC(C)[C@@]1(NC(=O)[C@@H]2C[C@H]3c4cccc5[nH]cc(c45)C[C@@H]3N(C)C2)O[C@]2(O)[C@H]3CCCN3C(=O)CN2C1=O
  · | · | -20%[29.3 µM] | 6%[21.4 µM] | · | -8%[12 µM] | 3%[21 µM] | -4% | ·
> CC(=O)Nc1cc(C(=O)N2CCC3(CC2)OCCO3)ccc1S(=O)(=O)c1ccc(C)cc1
  4% | -5 | -11% | -3% | 32%[activator] | -11% | 5% | -4% | -11%
> CCN1C[C@@]2(COC)CCC(OC)[C@]34C5C[C@]6(O)[C@@H](OC)C[C@](OC(C)=O)(C([C@H](OC)C23)[C@H]14)C5[C@H]6OC(=O)c1ccc(OC)cc1 (stereo partly drawn)
  · | · | -8% | -4% | · | 15%[60.1 µM] | -7% | -4% | ·
> CC1(C)OC1COc1c2occc2cc2ccc(=O)oc12 (stereo not drawn)
  14% | -4 | -6% | -2%&2% | 8% | 5% | 1%&0% | -2% | -9%
